# Screening results: PubChem, Sanford-Burnham Center for Chemical Genomics
# CXCR6 inh – inhibitors of human CXCR6 receptor; O00574; AID 602244; CHO-K1 PathHunter CXCR6 beta-arrestin, luminescence; 360,000 compounds, 0.36% hits; inhibition, % at 20 µM; in the data active = inhibition above about 34%, passing the limit was not always enough;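 also: antagonist mode with CXCL16 agonist at 10 nM final; 0% = 10 nM CXCL16 with DMSO and 100% = unstimulated wells without agonist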
# Target sequence (O00574 whole entry, looked up): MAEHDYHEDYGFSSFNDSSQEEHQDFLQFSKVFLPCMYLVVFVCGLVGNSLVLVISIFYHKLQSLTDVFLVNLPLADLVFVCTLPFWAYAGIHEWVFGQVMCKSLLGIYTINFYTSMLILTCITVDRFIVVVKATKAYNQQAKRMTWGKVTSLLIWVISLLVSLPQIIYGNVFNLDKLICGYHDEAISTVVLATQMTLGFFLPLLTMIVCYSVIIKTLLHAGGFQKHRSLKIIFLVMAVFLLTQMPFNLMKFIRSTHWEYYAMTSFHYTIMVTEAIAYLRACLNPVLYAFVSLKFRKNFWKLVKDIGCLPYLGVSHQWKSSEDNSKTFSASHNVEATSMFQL
# Jurkat NFkB inh – inhibitors of the PMA/ionomycin-induced NF-kB reporter in Jurkat cells; 330,000 compounds, 0.53% hits; PMA/ionomycin-induced NF-kB luciferase reporter, luminescence; AID 435003; inhibition, % at 4 µM; in the data active = inhibition above about 50%
# Mdm2 MdmX PPI – disrupts the human Mdm2-MdmX interaction. O15151+Q00987. 330,000 compounds, 3% hits. SaOS-2 split-luciferase Mdm2/MdmX complementation, luminescence. inhibition, % at 8 µM;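 active = inhibition of at least 50% at 8 µM in the primary screen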
# CCR6 antagonist – antagonists of human CCR6 receptor | CHO-K1 CCR6 PathHunter beta-arrestin, luminescence, CCL20-stimulated | inhibition, % at 20 µM | 340,000 compounds, 0.49% hits;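 active = compounds whose inhibition of the agonist-driven luminescence signal at 20 µM reaches about 50%, limit read from the data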;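 also: cells stimulated with CCL20 at 14 nM final; plate controls were DMSO with CCL20 for no effect and DMSO without agonist for full effect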
# Target sequence (P51684 whole entry, looked up): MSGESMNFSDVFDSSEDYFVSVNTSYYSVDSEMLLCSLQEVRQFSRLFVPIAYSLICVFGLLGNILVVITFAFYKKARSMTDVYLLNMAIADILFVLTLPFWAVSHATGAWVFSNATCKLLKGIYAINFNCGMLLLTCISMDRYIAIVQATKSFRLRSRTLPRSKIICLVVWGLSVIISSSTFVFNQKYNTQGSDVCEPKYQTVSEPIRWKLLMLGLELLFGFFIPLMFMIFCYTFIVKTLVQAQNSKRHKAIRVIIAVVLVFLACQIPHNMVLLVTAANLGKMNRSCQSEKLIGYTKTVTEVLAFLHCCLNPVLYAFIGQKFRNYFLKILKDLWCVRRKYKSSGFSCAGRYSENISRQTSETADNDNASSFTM
# 697 NFkB inh – inhibitors of the PMA/ionomycin-induced NF-kB reporter in 697 B cells; 697 B-cell NF-kB luciferase reporter, 16 h; inhibition, % at 4 µM; 330,000 compounds, 0.33% hits; in the data active = inhibition above about 35%
# CHOP UPR activ – apoptotic UPR (CHOP) activation; CHO-CHOP luciferase reporter, luminescence; percent of tunicamycin response over DMSO baseline; activation, % at 10 µM; 330,000 compounds, 0.34% hits;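 active = at 10 µM dose, activation of 40% or more, normalized to positive control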;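 also: 100% = tunicamycin at 10 µg/mL and 0% = DMSO alone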
#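 Assay system: CHO-CHOP cells, stable luciferase reporter of PERK-eIF2a-CHOP signalling / Buffer or medium: F12 plus 10% serum / Compound dosing: one dose, 10 µM in 0.5% DMSO / Times: 6 h compound treatment, 37 °C / Technique: luciferase luminescence / Read-out: % reporter activation, DMSO baseline versus tunicamycin full activation / Benchmarks: tunicamycin and DMSO controls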
# Gli-Sufu antag – blocks Gli-Sufu signaling in a luciferase reporter; Sufu-KO-LIGHT fibroblasts, Gli luciferase reporter luminescence; inhibition, % at 5 µM; 340,000 compounds, 0.74% hits; AID 588413;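 active = inhibition above about 55%, limit read from the data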;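 also: 0% = DMSO-treated cells and 100% = wells with medium but no cells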
# EBI2 block – EBI2 (human) antagonism; 360,000 compounds, 0.81% hits; inhibition, % at 5 µM; AID 651636; P32249; EBI2 beta-arrestin recruitment, luminescence, 7a,25-OHC stimulated; in the data active = inhibition above about 38%;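 also: enzyme fragment complementation signal reports receptor beta-arrestin coupling in cells; 0% = agonist plus DMSO wells and 100% = wells without agonist; some results beyond the cut were filed as inactive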
# XBP1 UPR activ – activators of adaptive arm of unfolded protein response (XBP1) | CHO-XBP1 luciferase reporter, IRE1-XBP1 UPR activation, luminescence; percent of tunicamycin response, DMSO as zero | activation, % at 20 µM | 330,000 compounds, 0.33% hits | AID 463104;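 active = versus positive control, 20 µM dose yields 30% or more activation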;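 also: 100% = tunicamycin at 10 µg/mL and 0% = DMSO only wells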
#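 assay system = CHO-XBP1 luciferase reporter cells | amount = 1000 cells/well | buffer or medium = F12 plus 10% FBS | compound dosing = single point, 20 µM final compound, 1% DMSO | incubation = 16-18 h cell attachment at 37 °C, then 6 h compound exposure | detection = Steady-Glo luminescence read | controls = tunicamycin 10 µg/mL and vehicle-only wells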
# * hit, by the source's call; / = not tested or not shown.
# Assay codes – A = CXCR6 inh; B = Jurkat NFkB inh; C = Mdm2 MdmX PPI; D = CCR6 antagonist; E = 697 NFkB inh; F = CHOP UPR activ; G = Gli-Sufu antag; H = EBI2 block; I = XBP1 UPR activ
Cn1cccc1C(=O)NC1CCCCC1
  A: -19; B: -14; C: -3; D: 7; E: -17; F: 1.2; G: -17; H: -2; I: 6

O=C(NCCN1C(=O)S/C(=C\c2cccnc2)C1=O)c1cc(S(=O)(=O)N2CCOCC2)ccc1F
  A: 5; B: 17; C: 19; D: -1; E: 16; F: 1.3; G: 6; H: 0; I: -1

O=C(Nc1cc(S(=O)(=O)N2CCOCC2)ccc1Cl)c1ccc(=O)[nH]c1
  A: -9; B: -4; C: 24; D: 13; E: 18; F: 1.2; G: -6; H: 6; I: -2

CC1CCCCN1C(=O)CSc1nc2cc3c(cc2c(=O)n1Cc1ccc2c(c1)OCO2)OCO3 (stereo not drawn)
  A: 10; B: 1; C: 10; D: 3; E: 13; F: 1.9; G: 0; H: 19; I: 1

CCOC(=O)c1nn(-c2ccccc2C)c2nc(Nc3ccccc3)cc(=O)n12
  A: 4; B: -2; C: 4; D: -6; E: -11; F: 0.7; G: 3; H: 2; I: 3

O=[N+]([O-])c1cc(S(=O)(=O)Nc2ccccc2)ccc1-n1nnc2ccccc21
  A: 9; B: 6; C: 26; D: -3; E: -14; F: -1.5; G: 9; H: -2; I: -3

O=C(O)c1ccccc1C(=O)Nc1nccs1
  A: 3; B: 6; C: -11; D: -3; E: 6; F: -0.5; G: 7; H: -9; I: 1

Cn1cnnc1SCC(=O)Nc1ccccc1Oc1ccccc1
  A: 2; B: -8; C: -24; D: 2; E: -10; F: 0.8; G: -8; H: 8; I: 0

CN(CC(=O)Nc1ccccc1Cl)C(=O)COC(=O)c1ccc(Cl)nc1
  A: -7; B: 23; C: 21; D: 4; E: -7; F: -0.7; G: 0; H: -15; I: 0

O=C(Nc1c(C(=O)N2CCC(N3CCCCC3)CC2)oc2ccccc12)c1ccc(F)cc1
  A: 3; B: -19; C: -4; D: 17; E: 13; F: 0.5; G: 31; H: 8; I: -4

COc1cc(-c2noc(C)n2)cc(OC)c1OC
  A: -10; B: -7; C: -11; D: -6; E: 13; F: 0.9; G: 7; H: -19; I: -4

CC(C)NC(=S)NNC(=O)C12CC3CC(CC(C3)C1)C2
  A: 5; B: 5; C: 1; D: -29; E: 7; F: 0.5; G: -13; H: -6; I: -1

CCOC(=O)c1sc(NC(=O)/C=C/c2c(F)cccc2Cl)nc1C
  A: -5; B: 2; C: 27; D: 13; E: 13; F: -0.4; G: -5; H: -1; I: -2

COC(=O)C1=C(C)NC(=S)NC1c1ccc(OCC(=O)N2CCCCC2)c(OC)c1 (stereo not drawn)
  A: -2; B: 14; C: 11; D: 0; E: -5; F: -2.1; G: 2; H: 11; I: -1

COCc1cc(C)nc(SCC(=O)Nc2ccc3c(c2)OCO3)c1C#N
  A: 4; B: -33; C: -34; D: 6; E: -29; F: -0.9; G: -7; H: -1; I: -4

# Overlap with the part before: 2 entries, followed by the next part.
# Assay codes – A = CXCR6 inh; B = Jurkat NFkB inh; C = Mdm2 MdmX PPI; D = CCR6 antagonist; E = 697 NFkB inh; F = CHOP UPR activ; G = Gli-Sufu antag; H = EBI2 block; I = XBP1 UPR activ
COC(=O)C1=C(C)NC(=S)NC1c1ccc(OCC(=O)N2CCCCC2)c(OC)c1 (stereo not drawn)
  A: -2; B: 14; C: 11; D: 0; E: -5; F: -2.1; G: 2; H: 11; I: -1

COCc1cc(C)nc(SCC(=O)Nc2ccc3c(c2)OCO3)c1C#N
  A: 4; B: -33; C: -34; D: 6; E: -29; F: -0.9; G: -7; H: -1; I: -4

CCc1ccc(C(=O)Nc2nc(C)cs2)s1
  A: 8; B: -51; C: -102; D: 10; E: 17; F: -2.5; G: -68; H: -8; I: -6

OCC1OC(n2cnc3c(/C=C(\O)c4ccccc4)ncnc32)C(O)C1O (stereo not drawn)
  A: -6; B: /; C: /; D: 17; E: /; F: /; G: 1; H: 0; I: /

CCc1c(C)nc(N2CCN(Cc3ccccc3)CC2)[nH]c1=O
  A: -3; B: 0; C: 2; D: 23; E: 3; F: -1.0; G: -1; H: -17; I: -3

O=C(C[n+]1ccncc1)c1ccccc1
  A: 14; B: -3; C: 21; D: 14; E: 17; F: 0.8; G: 5; H: 13; I: -3

Cc1cccc(-n2ncc3c(NCCN4CCOCC4)ncnc32)c1
  A: 1; B: -16; C: -2; D: 10; E: -11; F: 1.6; G: -12; H: 6; I: -5

COC(=O)[C@]1(C)N[C@H](CN(C)S(=O)(=O)c2ccc(-c3ccccc3)cc2)[C@@H]2C(=O)N(Cc3ccccc3)C(=O)[C@@H]21
  A: 4; B: 7; C: 50; D: 9; E: 4; F: 1.6; G: -29; H: 14; I: -1

Cc1cc(NNC(=O)c2cccc(C(F)(F)F)c2)nc2c1c(C)nn2C
  A: 14; B: 23; C: 0; D: 28; E: -26; F: 5.9; G: 25; H: 21; I: -2

CCc1ccc2c(CN3CCN(S(=O)(=O)c4ccccc4F)CC3)cc(=O)oc2c1
  A: 5; B: 2; C: 18; D: 17; E: 14; F: 0.4; G: 56*; H: -17; I: -4

NC(=O)c1cc([N+](=O)[O-])ccc1NCc1cnccn1
  A: -5; B: 2; C: -29; D: 11; E: 1; F: 0.2; G: -3; H: -1; I: 3

CCOc1cc(C(=O)Nc2cc(C)on2)cc(OCC)c1OCC
  A: -9; B: 7; C: -3; D: 6; E: 5; F: -1.1; G: 6; H: 3; I: -1

O=C(NCCCNC(=O)c1cc(Cl)ccc1Cl)c1ccccn1
  A: -6; B: -1; C: 32; D: -3; E: 16; F: 2.1; G: -6; H: -13; I: -5

Cc1cc(C)c(S(=O)(=O)N2CCN(C(=O)CN3C(=O)NC4(CCCC4)C3=O)CC2)c(C)c1
  A: 9; B: 0; C: 18; D: 11; E: 0; F: 0.8; G: -3; H: -5; I: -2

COc1ccccc1CNC(=O)C1CCCN1S(=O)(=O)c1cccc2cccnc12 (stereo not drawn)
  A: -1; B: -4; C: 16; D: 1; E: 9; F: 0.8; G: 6; H: -6; I: 0

CC(C)CNC(=O)C1CCN(S(=O)(=O)c2ccc(-n3cnnn3)cc2)CC1
  A: 2; B: 15; C: 9; D: 3; E: 4; F: -1.0; G: -3; H: 3; I: 0

COc1ccc(C(=O)N(C)C(C)c2ccon2)cc1OC1CCN(C(C)C)CC1 (stereo not drawn)
  A: 1; B: -1; C: 8; D: 4; E: 9; F: 1.0; G: 5; H: -7; I: -4

CSc1nncc(/C(C)=N\Nc2ccccc2)n1
  A: 8; B: -31; C: 3; D: 10; E: -9; F: -1.0; G: 3; H: -1; I: 1

O=C(O)c1ccc2oc(=O)c(S(=O)(=O)c3ccc(F)cc3)cc2c1
  A: 4; B: -4; C: -15; D: 7; E: 8; F: 1.5; G: 8; H: -15; I: -1

CC(=O)c1cccc(S(=O)(=O)N2CCn3cccc3C2C)c1 (stereo not drawn)
  A: 2; B: 15; C: 15; D: 3; E: 21; F: -1.7; G: 3; H: 2; I: -2

COc1ccc(NCc2cc3ccccc3[nH]c2=O)cc1
  A: -10; B: -25; C: 8; D: 8; E: -2; F: 0.8; G: -8; H: 3; I: 0

COc1ccccc1CN=c1c([N+](=O)[O-])nn(-c2ccc3c(c2)OCCO3)n1O
  A: -13; B: -116; C: -77; D: 6; E: -132; F: 5.2; G: -28; H: -3; I: 0

CCN(CC)C(=O)[C@H]1CC(CC(=O)NCCCn2ccnc2)C(=O)N2CCc3c([nH]c4ccccc34)[C@]12C (stereo partly drawn)
  A: -10; B: 12; C: 5; D: -2; E: 9; F: 0.2; G: -11; H: -6; I: -1

O=c1[nH]c(/C=C\c2cccc(F)c2)nc(O)c1[N+](=O)[O-]
  A: 6; B: 3; C: 3; D: -9; E: 6; F: 1.2; G: -18; H: -5; I: -2

COc1ccccc1NC(=O)C(=O)NCC1CCCN1S(=O)(=O)c1cccs1 (stereo not drawn)
  A: -1; B: -4; C: -1; D: 9; E: 1; F: 3.6; G: 12; H: 5; I: 2

Cc1cc(=O)n(Cc2ccc(OC(C)C)cc2)c(=S)[nH]1
  A: 7; B: -1; C: 18; D: 6; E: 13; F: -0.1; G: 0; H: -13; I: -1

COC(=O)c1c(C)[nH]c(C(=O)COC(=O)c2c(C)noc2C)c1C
  A: -6; B: -17; C: 12; D: 4; E: -4; F: -0.1; G: -13; H: 3; I: 4

COc1ccc(N2CCN(S(=O)(=O)Cc3ccccc3)CC2)cc1
  A: -1; B: 7; C: 1; D: -2; E: 5; F: -0.2; G: 11; H: 0; I: -3

C/C(=N\Nc1ccccn1)c1ccc2c(c1)OCO2
  A: -9; B: -45; C: -17; D: 4; E: -56; F: 2.6; G: -49; H: 7; I: -2

Cc1cccc(CSc2nnc(N)n2-c2ccccc2)c1
  A: 2; B: -1; C: 1; D: -13; E: 0; F: -1.8; G: 0; H: 8; I: 0

Cc1cccc2cc(COC(=O)C3CCCCC3)c(=O)[nH]c12
  A: -10; B: -2; C: 1; D: 3; E: 5; F: -2.0; G: -22; H: -13; I: 4

Cc1ccc2[nH]c(C(=O)N3CCC(C(N)=O)CC3)cc2c1
  A: 19; B: -20; C: -25; D: -9; E: -194; F: 2.8; G: -66; H: 4; I: -3

# Structures from the list above containing fluorine:
# Assay codes – A = CXCR6 inh; B = Jurkat NFkB inh; C = Mdm2 MdmX PPI; D = CCR6 antagonist; E = 697 NFkB inh; F = CHOP UPR activ; G = Gli-Sufu antag; H = EBI2 block; I = XBP1 UPR activ
O=C(NCCN1C(=O)S/C(=C\c2cccnc2)C1=O)c1cc(S(=O)(=O)N2CCOCC2)ccc1F
  A: 5; B: 17; C: 19; D: -1; E: 16; F: 1.3; G: 6; H: 0; I: -1

O=C(Nc1c(C(=O)N2CCC(N3CCCCC3)CC2)oc2ccccc12)c1ccc(F)cc1
  A: 3; B: -19; C: -4; D: 17; E: 13; F: 0.5; G: 31; H: 8; I: -4

CCOC(=O)c1sc(NC(=O)/C=C/c2c(F)cccc2Cl)nc1C
  A: -5; B: 2; C: 27; D: 13; E: 13; F: -0.4; G: -5; H: -1; I: -2

Cc1cc(NNC(=O)c2cccc(C(F)(F)F)c2)nc2c1c(C)nn2C
  A: 14; B: 23; C: 0; D: 28; E: -26; F: 5.9; G: 25; H: 21; I: -2

CCc1ccc2c(CN3CCN(S(=O)(=O)c4ccccc4F)CC3)cc(=O)oc2c1
  A: 5; B: 2; C: 18; D: 17; E: 14; F: 0.4; G: 56*; H: -17; I: -4

O=C(O)c1ccc2oc(=O)c(S(=O)(=O)c3ccc(F)cc3)cc2c1
  A: 4; B: -4; C: -15; D: 7; E: 8; F: 1.5; G: 8; H: -15; I: -1

O=c1[nH]c(/C=C\c2cccc(F)c2)nc(O)c1[N+](=O)[O-]
  A: 6; B: 3; C: 3; D: -9; E: 6; F: 1.2; G: -18; H: -5; I: -2
